Epigenetic reg: regulators of epigenetic silencing causing reporter derepression in mouse cells. murine LDR cells, GFP reporter derepression, 30 h. Potency, µM (series often up to 53.9 µM), for inactives: top-dose GFP activation, actives largely listed as activators. 0.2% of 280,000 active; note: potency is the fitted concentration of half-maximal effect; % of control where 0% means no effect; nearly all actives have a fitted effect of over 60% in size
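Reporter derepression read as number of fluorescent GFP-positive objects, 20-120 um in size, counted by laser-scanning cytometer. Mouse LDR line with an epigenetically silenced CMV-GFP locus; compound incubation 30 h, 37 C.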
L3MBTL1 inh: inhibitors of human L3MBTL1. Q9Y468. AlphaScreen L3MBTL1–H3K9me1 peptide binding. Potency, µM (highest dose often 57.1 µM), for inactives: top-dose activity, negative = inhibition, most hits filed as inhibitors. 0.66% of 230,000 active. AID 485360; note: potency is the fitted concentration of half-maximal effect; % is set by controls: 0 for no effect and ±100 for the full control effect; nearly all actives have a fitted effect of over 60% in size
Target sequence (Q9Y468 whole entry, looked up): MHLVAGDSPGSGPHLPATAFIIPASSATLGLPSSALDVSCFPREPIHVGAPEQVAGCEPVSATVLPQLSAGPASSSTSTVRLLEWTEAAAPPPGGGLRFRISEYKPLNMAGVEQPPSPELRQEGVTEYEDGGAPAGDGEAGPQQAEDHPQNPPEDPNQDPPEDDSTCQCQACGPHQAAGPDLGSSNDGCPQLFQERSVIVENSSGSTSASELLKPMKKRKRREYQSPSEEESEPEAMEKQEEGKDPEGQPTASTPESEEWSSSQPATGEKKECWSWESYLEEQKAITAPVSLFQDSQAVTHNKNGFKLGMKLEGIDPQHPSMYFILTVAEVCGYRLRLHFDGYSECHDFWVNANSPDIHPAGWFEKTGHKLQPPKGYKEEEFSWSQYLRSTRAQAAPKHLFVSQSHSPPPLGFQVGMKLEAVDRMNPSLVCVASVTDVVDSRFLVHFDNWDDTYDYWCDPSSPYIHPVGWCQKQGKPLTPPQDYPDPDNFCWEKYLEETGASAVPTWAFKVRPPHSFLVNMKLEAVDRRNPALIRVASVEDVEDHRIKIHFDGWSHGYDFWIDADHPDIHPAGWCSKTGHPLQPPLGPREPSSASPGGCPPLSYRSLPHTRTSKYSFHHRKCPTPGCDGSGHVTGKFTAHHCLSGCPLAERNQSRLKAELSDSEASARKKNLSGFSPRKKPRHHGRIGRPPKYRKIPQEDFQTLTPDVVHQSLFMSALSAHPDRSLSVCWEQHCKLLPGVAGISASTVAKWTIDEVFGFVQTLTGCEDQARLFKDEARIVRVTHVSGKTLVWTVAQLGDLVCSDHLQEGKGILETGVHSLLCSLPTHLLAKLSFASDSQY
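L3MBTL1 50 nM + b-AHA-H3(1-15)K9me1 75 nM, 30 min RT; compound added, 30 min RT; streptavidin donor/Ni-chelate acceptor beads 10 ug/mL each final, 30 min RT dark; AlphaScreen read.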
CBFb RUNX1 block: blocks binding between human CBF-beta and RUNX1; Potency, µM (titrated, usually from 59.8 µM), inactives show at the highest dose activity, negative = inhibition, most hits filed as inhibitors; AID 1477; AlphaScreen CBFb-His/RUNX1-biotin binding, biochemical; Q01196+Q13951; 230,000 tested, under 10 active; note: % of control where 0% means no effect
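Read-out: AlphaScreen. Format: His-CBF-beta with biotinylated RUNX1 (30 nM each) preincubated 20 min, compound 15 min, Ni-chelate plus streptavidin beads 90 min; room temperature throughout.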
KinaseGlo FLuc: Kinase-Glo luciferase inhibition (counter-screen). Q27757. Kinase-Glo luciferase, ATP luminescence, 8 min. Potency, µM (series often up to 38.3 µM), without a hit: at the highest dose activity change, negative = inhibition, usual class: inhibitors. 0.28% of 200,000 active. AID 1379; note: potency is the fitted concentration of half-maximal effect; % is set by controls: 0 for no effect and ±100 for the full control effect; nearly all actives have a fitted effect of over 60% in size
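Light output from Kinase-Glo luciferase with luciferin and 10 uM ATP in 50 mM imidazole pH 7.2, KCl, MgCl2, Tween 20, BSA; compound pin-delivered, 8-min ambient incubation, then luminescence read.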
HTT aggregate: reduces HttQ103-GFP aggregates in PC12 cells | AID 1688 | PC12 HttQ103-GFP aggregates, Acumen cytometry, 40 h | Potency, µM (highest dose often 46.1 µM), for the others: at the top dose activity change, negative = inhibition, actives largely listed as inhibitors | 1.1% of 220,000 active; note: potency is the fitted concentration of half-maximal effect; % is set by controls: 0 for no effect and ±100 for the full control effect; nearly all actives have a fitted effect of over 60% in size
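Ecdysone-promoter PC12 model expressing HTT exon 1 Q103 fused to GFP, induced by tebufenozide at 100 nM final. Compounds titrated; aggregates sized 1–25 µm scored on a 488 nm laser cytometer.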
NPSR antag: blocks cAMP signaling of the human neuropeptide S receptor; Q6W5P4; CHO-NPSR cells, cAMP TR-FRET, antagonist mode; Potency, µM (highest dose often 38.3 µM), for inactives: top-dose activity change, negative = inhibition, hits mostly inhibitors; 1% of 220,000 active; AID 1461; note: potency is the fitted concentration of half-maximal effect; % is set by controls: 0 for no effect and ±100 for the full control effect; nearly all actives have a fitted effect of over 50% in size; many of its hits are not listed in these tables
IMPase Li cell: cell-permeable IMPase inhibitors with lithium potentiation | 0.35% of 210,000 active | CHO-M1 cells, IP1 TR-FRET (IP-One), carbachol + lithium | Potency, µM (doses to about 59.4 µM), for the others: at the highest dose activity, negative = IMPase inhibition, hits mostly inhibitors | AID 1457;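 note: IP1 builds up when IMPase is blocked and the TR-FRET signal falls; potency is the fitted concentration of half-maximal effect; plate controls were basal vehicle for no effect and high inhibitor control for full effect; nearly all actives have a fitted effect of over 50% in size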
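Lithium-sensitised IP1 accumulation assay; M1-expressing CHO cells treated 30 min at 37C with compound. Competitive antibody detection by time-resolved FRET followed a 10 min room-temperature lysis step.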
* hit, by the source's call; u = inconclusive; x = no result given; & = joins results of further samples; [ ] = remark or other dose. Calls come from the whole dose curve; as a rule, active = well fitted curve in the direction sought with a large enough effect; inconclusive = small, poorly fitted or top-dose-only effect, or another doubt; inactive = no such curve, though single readings can be large; an effect the other way counts as inactive or inconclusive. Only part of the results is shown; rates above refer to the full screens.

Molecule	Epigenetic reg	L3MBTL1 inh	CBFb RUNX1 block	KinaseGlo FLuc	HTT aggregate	NPSR antag	IMPase Li cell
CCC(C)(C(=O)NC1CCCCC1)N(Cc1cccs1)C(=O)CC1NC(=O)NC1=O (stereo unspecified)	-1.1%	-6%	10%	8%	-3%	18%	-3%
CC(=O)N1CCc2cc(S(=O)(=O)Nc3cccc(C(F)(F)F)c3)ccc21	0.7%	x	-1%	-1%	u	-13%[46.1 µM]	6%[38.3 µM]
C=CCn1c(C)cc(C(=O)CSc2nnc(NC(C)C)s2)c1C	-1.1%	0%	-3%	-2%	-2%	-9%[46.1 µM]	-2%[38.3 µM]
Cc1ccccc1Nc1nc(N)nc(COc2ccc(C#N)cc2)n1	-1.2%	-3%	-8%	-2%	-14%	0%	23%
COc1cccc(C2=NOC(C(=O)NCCN3CCOCC3)C2)c1 (stereo unspecified)	-0.4%	3%	1%	-3%	20%	-7%[46.1 µM]	3%[38.3 µM]
Cn1cnc([N+](=O)[O-])c1SCC(O)CCl (stereo unspecified)	-2.6%	5%	-11%	-2%	7%	13%	-8%
CCCN1C(=S)SC(C)(C)C1/[N+]([O-])=C/c1ccc(S(=O)(=O)NC)cc1 (stereo unspecified)	4.5%	-8%	7%	x	0%[9.22 µM]	25%	x
O=C(O)C1Cn2c(nc3c(c2=O)C2(CCCC2)Cc2ccccc2-3)S1 (stereo unspecified)	-2.1%	20%	-2%	-2%	x	4%	-3%
COc1ccc(-c2cc(C(F)(F)F)nc(S(=O)(=O)CCCC(=O)Nc3cccc(O)c3)n2)cc1OC	-0.3%&-1.8%	x	8%	x	u	-19%	-7%
O=C1COc2ccc(-c3n[nH]c(=O)c4ccccc34)cc2N1	1.3%	-21%	20%	-1%	-23%	-2%	26%
CCNC(=S)NNC(=O)c1cc(-c2cc(C)ccc2C)nc2ccccc12	-1.4%	-4%	-6%	6%	-2%	-12%[46.1 µM]	2%[38.3 µM]
O=C(Nc1ccon1)c1ccccc1F	1.0%	x	3%	-5%	12%	-2%[46.1 µM]	11%[38.3 µM]
CC1CCCN(C(=O)CSc2nnc(-c3ccncc3)n2C)C1 (stereo unspecified)	1.1%	20%	4%	2%	7%	9%	-4%
c1ccc(CSc2ccc(-c3ccccn3)nn2)nc1	-0.3%	x	x	-9%	-24%	22%	3%
CN(C)S(=O)(=O)c1cccc(-c2nnc(SCc3cc(Cl)cc4c3OCOC4)n2N)c1	0.0%	4%	6%	0%	15%	-3%[46.1 µM]	0%[38.3 µM]

(list continues)
Molecule	Epigenetic reg	L3MBTL1 inh	CBFb RUNX1 block	KinaseGlo FLuc	HTT aggregate	NPSR antag	IMPase Li cell
O=[N+]([O-])c1ccccc1Oc1ccc(C(F)(F)F)cn1	-1.5%	6%	4%	0%	-1%	0%	4%
CCn1cc(C(=O)N2CCCCC2)c(=O)c2cc(S(=O)(=O)N3CCC(C)CC3)ccc21	-0.3%	9%	3%	1%	-1%	1%[46.1 µM]	1%[38.3 µM]
CCCCCCCCN=C1NC(=O)CS1	0.0%	-5%	8%	-3%	-11%	-4%[46.1 µM]	6%[38.3 µM]
CCOC(=O)c1c(NC(=O)COC(=O)c2ccccn2)sc2c1CCC2	0.0%	-1%	-9%	-1%	-2%	-1%	-8%
CC(=O)CC(C)(C)Nc1nc2cc([N+](=O)[O-])ccc2o1	-1.1%	4%	4%	x	2%[9.22 µM]	-3%	x
N#Cc1cc2c(nc1Cl)CCC2	-1.3%	7%	15%	x	-2%[9.22 µM]	-8%	x
COc1ccc(OC)c(NC(=O)c2ccccc2SC)c1	-0.1%	x	-14%	0%	3%	9%[46.1 µM]	28%[38.3 µM]
Cc1c(NC(=O)CSc2n[nH]c(-c3ccccc3)n2)c(=O)n(-c2ccccc2)n1C	4.0%	x	3%	-1%	12%	1%[46.1 µM]	5%[38.3 µM]
Fc1ccc(CNC(=S)Nc2cccc(C(F)(F)F)c2)cc1	-3.2%	49%[activator]	-18%	2%	11%	u	13%
CCCCN(CCCC)CCNC(=O)c1ccc2nc(-c3ccccc3NC(C)=O)c(=O)[nH]c2c1	-3.9%	x	-5%	-2%	-6%	-1%	1%
CC1CCN(S(=O)(=O)c2cc(Br)cc(C(=O)NC3=NCCS3)c2)CC1	0.0%	-13%	8%	2%	-7%[9.22 µM]	-13%[46.1 µM]	5%[38.3 µM]
COc1cccc2nc3cc(C)c(C)cc3nc12	1.1%	-2%	7%	x	14%[9.22 µM]	56%	x
O=C(O)CCCNS(=O)(=O)c1ccc(Br)s1	-6.3%	2%	3%	-3%	5%	8%[46.1 µM]	3%[38.3 µM]
CCN(CC)S(=O)(=O)c1ccc2c(c1)nc(CCC(=O)O)n2C	1.0%	-2%	-2%	x	19%[9.22 µM]	3%	x
C/C=N/N(c1ccccc1)c1ccccc1	-2.3%	x	10%	x	14%[9.22 µM]	3%	x

The results go on:
Molecule	Epigenetic reg	L3MBTL1 inh	CBFb RUNX1 block	KinaseGlo FLuc	HTT aggregate	NPSR antag	IMPase Li cell
O=C(Nc1cccc(F)c1)NC1(C(=O)N2CCOCC2)CCCCC1	-0.1%	3%	-9%	0%	-2%	4%	5%
Cc1cc2c(s1)c1cnn(Cc3ccccc3F)c(=O)c1n2C	-2.2%	-5%	5%	-2%	-14%	u	-29%[38.3 µM]
c1ccc(C(c2ccccc2)c2noc(CN3CCN(C4CCCC4)CC3)n2)cc1	0.0%	-7%	4%	-1%	8%[9.22 µM]	15%	35%[activator]
O=C(O)c1cc(-c2ccccc2)on1	-0.8%	x	-3%	-1%	6%	-2%[46.1 µM]	30%[38.3 µM]
Cc1cccc(Cc2c(C)[nH]c(=O)c(C#N)c2C)c1	0.6%	1%	-1%	4%	11%	7%	1%
C=CCSc1nc(C)c2cc(C)cc(C)c2n1	-1.0%	x	13%	-3%	-18%	u	34%[activator][38.3 µM]
CN1CCCN(C(=O)/C=C/c2ccc(Cl)cc2Cl)CC1	0.9%	-26%	u	1%	-13%	2%	9%
CC(Oc1ccccc1Br)C(=O)N1CCc2ccccc21 (stereo unspecified)	-0.3%	13%	15%	-7%	13%	-27%[46.1 µM]	7%[38.3 µM]
CCOC(=O)N/N=C\c1sccc1C	1.9%	6%	-10%	-1%	-1%	10%	11%
Cc1cc(/C=N/Nc2nc(N)ncc2[N+](=O)[O-])c(C)n1-c1ccccc1F	0.0%	x	-16%	x	13%[9.22 µM]	-13%	x
CNC(=S)N1N=C(c2ccc(OC)cc2)CC1c1ccc(N(C)C)cc1 (stereo unspecified)	-0.7%	u	u	-3%	14%	-30%[46.1 µM]	11%[38.3 µM]
CC(=O)OCCOc1nc(NC(C)C)nc(NC(C)C)n1	-8.2%	-1%	-7%	-2%	-7%	-1%	1%
CC(C)C(NC(=O)c1ccco1)C(=O)NCC(c1ccco1)N1CCCCC1 (stereo unspecified)	0.0%	3%[11.4 µM]	6%	1%	-2%	-9%[46.1 µM]	18%[38.3 µM]
COCCCn1nnnc1SCC(=O)N1CCCC1	-1.1%	5%	1%	-1%	10%	1%[46.1 µM]	0%[38.3 µM]
COc1ccc(S(=O)(=O)NCC(=O)N(CC(=O)NCC2CCCO2)c2cc(C)ccc2C)cc1 (stereo unspecified)	0.0%	x	4%	1%	8%	-10%[46.1 µM]	-1%[38.3 µM]

(further entries)
Molecule	Epigenetic reg	L3MBTL1 inh	CBFb RUNX1 block	KinaseGlo FLuc	HTT aggregate	NPSR antag	IMPase Li cell
CCn1nnc(NC(=O)c2sc3ccccc3c2Cl)n1	-1.4%	-2%	5%	-5%	-3%	6%[46.1 µM]	-24%
CN(C)S(=O)(=O)c1cc(NC2CC(=O)N(c3ccc(F)cc3)C2=O)ccc1Cl (stereo unspecified)	-0.3%	-1%	3%	0%	10%	6%	-1%
CC(C)c1cc(NC(=O)C(C)(C)C)cc(C(C)C)c1O	5.7%	-8%	25%	-3%	7%	12%[46.1 µM]	11%[38.3 µM]
O=C(c1ccc(CNS(=O)(=O)c2ccc(Br)cc2)cc1)N1CCCC1	0.9%	x	1%	x	-22%	-15%	8%
COc1ccc2c(c1)O[C@H](c1ccc3c(c1)OCO3)[C@@H](OC(=O)NS(=O)(=O)c1ccc(F)cc1)C2=O	1.1%	x	-5%	1%	x	x	9%
Cc1ccc(C)c(S(=O)(=O)Nc2ccccc2C(=O)Nc2ccccc2N2CCOCC2)c1	-5.1%	x	0%	-3%	-5%	-23%[46.1 µM]	17%[38.3 µM]
CN(C)C(=N)c1n[nH]nc1SCc1ccccc1	0.1%	0%	-1%	1%	u	9%	-1%
CCOC(=O)N/N=C/c1ccc(N2CCOCC2)s1	-1.1%	-5%	0%	-1%	-10%	-14%	33%[activator]
COC(=O)C(C)Oc1ccc(=O)[nH]n1 (stereo unspecified)	-0.4%	1%	6%	-3%	29%	-13%[46.1 µM]	-8%[38.3 µM]
CC(=O)c1ccccc1NC(=O)Cn1c(=O)cnc2ccccc21	1.0%	-6%	-2%	2%	15%	5%	2%
O=C(NC(=S)Nc1ccc(Cl)cn1)c1cccs1	-1.1%	30%[activator]	-4%	-1%	17%	-14%[46.1 µM]	8%[38.3 µM]
CC(C)CC1(C)NC(=O)N(Cc2cc([N+](=O)[O-])cc3c2OCOC3)C1=O (stereo unspecified)	1.1%	52%[activator]	19%	x	17%[9.22 µM]	-10%	x
Cc1cccc(OCC(=O)Nc2ccc(N3CCN(S(C)(=O)=O)CC3)cc2)c1	2.1%	u	5%	0%	12%	5%[46.1 µM]	-11%[38.3 µM]
CCOC(=O)c1c(O)c2c(n(Cc3ccco3)c1=O)CCCC2	-2.5%	1%	3%	-7%	9%	-20%[46.1 µM]	-14%[38.3 µM]
CCCOc1cc(N(CC)CC)ccc1/C=C(/C#N)c1nc2ccc(C)cc2[nH]1	2.4%	-11%	0%	x	u	u	x

Other entries follow.
Molecule	Epigenetic reg	L3MBTL1 inh	CBFb RUNX1 block	KinaseGlo FLuc	HTT aggregate	NPSR antag	IMPase Li cell
CCOc1cc(CC(=O)N[C@@H](CC(C)C)c2ccccc2N2CCCCC2)ccc1C(=O)O	0.0%	x	7%	1%[17.1 µM]	3%[20.6 µM]	-31%	-7%
COc1ccccc1Cc1nc(-c2ccncc2)no1	0.0%	16%	9%	-4%	11%[9.22 µM]	-28%	6%
CC1=NN(Cc2ccccc2)C(=O)C1C(c1ccc(Cl)cc1)C(C#N)C#N (stereo unspecified)	1.5%	-10%	u	-1%	u	-10%	3%
Cc1cc(C(F)(F)F)nn1CCCNC(=O)c1cnccn1	1.0%	x	2%	4%	-17%	8%[46.1 µM]	17%[38.3 µM]
